IDE cell activ: human IDE activators in live cells, primary screen, fluorescence polarization, HEK cells, FAbeta-B substrate; FAbeta-B cleavage; 0% vehicle, 100% cell-free pure enzyme wells; activation, % at 5.96 µM; 340,000 compounds, 0.073% hits; AID 493087, 2011;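 active = activation above the mean of all tested compounds plus 3 SD, set per screening campaign, cut at about 17% in these data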
IDE inh: human IDE inhibitors in live cells, primary screen, fluorescence polarization, HEK cells, FAbetaB substrate. 320,000 compounds, 0.41% hits. inhibition, % at 5.59 µM. FAbetaB cleavage. Insulin-degrading enzyme (Homo sapiens), P14735;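 active = percent inhibition above the average of all tested compounds plus 3 SD, set per screening campaign, cut at about 16% in these data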;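 also: IDE supplied by intact live HEK cells; FP after avidin binding of uncleaved biotin substrate so inhibition keeps polarization high; 0% = DMSO wells and 100% = 60 µM reference IDE inhibitor Ii1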
CRFR2-BP antag: antagonists of CRF-BP/CRF-R2 complex, primary screen, cell-based, HEK293, calcium dye fluorescence, uHTS; 350,000 compounds, 0.59% hits; inhibition, % at 11.8 µM; AID 588475, 2011; CRF-induced calcium fluorescence;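 active = inhibition of the ligand-induced calcium signal above about 50% at the single tested concentration, limit read from the data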
MEKK3 PB1 HTS: modulators of MEKK3-MEK5 PB1 binding, primary screen, biochemical, wildtype MEKK3, multiplex bead flow cytometry, Alexa488-MEK5. bead-based flow cytometry, Alexa488-MEK5 binding to MEKK3; actives lie on both sides; 0 = blocked by unlabeled MEK5, 100 = vehicle. binding response (% of control), % at 10 µM. 290,000 compounds, 1.4% hits;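 active = binding response more than 3 SD above or below the average of its plate-row segment, actives on both sides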;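 also: Alexa488 bead fluorescence after subtracting the streptavidin-only scavenger bead signal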
Target sequence (Q99759 whole entry, looked up): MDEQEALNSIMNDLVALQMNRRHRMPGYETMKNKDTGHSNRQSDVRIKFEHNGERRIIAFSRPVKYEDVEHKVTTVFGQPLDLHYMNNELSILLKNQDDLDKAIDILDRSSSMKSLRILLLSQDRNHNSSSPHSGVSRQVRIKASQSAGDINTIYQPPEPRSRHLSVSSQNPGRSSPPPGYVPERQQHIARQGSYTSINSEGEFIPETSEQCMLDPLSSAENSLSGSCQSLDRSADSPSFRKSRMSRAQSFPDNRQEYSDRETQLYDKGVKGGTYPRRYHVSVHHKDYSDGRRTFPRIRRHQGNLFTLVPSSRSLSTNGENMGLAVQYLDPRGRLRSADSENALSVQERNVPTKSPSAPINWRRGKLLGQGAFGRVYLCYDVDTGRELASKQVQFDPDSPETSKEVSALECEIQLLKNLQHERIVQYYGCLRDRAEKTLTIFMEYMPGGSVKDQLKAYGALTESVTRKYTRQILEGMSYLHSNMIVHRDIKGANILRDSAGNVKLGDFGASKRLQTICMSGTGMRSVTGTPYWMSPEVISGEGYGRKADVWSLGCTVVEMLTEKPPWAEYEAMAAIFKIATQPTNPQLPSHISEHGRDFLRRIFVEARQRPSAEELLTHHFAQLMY
p-CIP stab down: p/CIP-EGFP fusion destabilizers, primary screen, fluorescence, F442A cells; 16 h; decrease of EGFP signal, % at 10 µM; 290,000 compounds, 0.01% hits;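 active = EGFP signal decrease of at least 30% at 10 µM or well 3 SD below plate mean, unless failing retest; inactive = the rest, including hits failing retest or dose response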; also: some compounds called inactive have numbers as strong as hits; many of its hits are not listed in these tables
CRFBP-R2 agonist: agonists of CRF-BP/CRF-R2 complex, primary screen, cell-based, HEK293, calcium dye fluorescence, uHTS; calcium dye fluorescence (FLIPR); percent of saturating CRF peptide response; 350,000 compounds, 0.46% hits; CRF-binding protein / CRF receptor 2 complex (human); activation, % at 13.2 µM; AID 588473, 2011;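 active = activation of at least 50%, plus an integration ratio under a set limit after plate pattern correction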;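 also: plate controls were neutral control wells without compound for no effect and CRF at EC100 for full effect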
GalR3 antagonist: GalR3 antagonists in HEK293 cells, primary screen, cell-based, fluorescence readout | Galanin receptor type 3 (Homo sapiens), O60755 | HEK293 GalR3-CNG cAMP membrane potential fluorescence; galR3 body fused to GalR1 C-terminus | inhibition, % at 3 µM | 360,000 compounds, 0.44% hits;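 active = inhibition above the screen-wide average plus 3 SD, cut at about 13% in these data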;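 also: forskolin and galanin both at EC90 stimulate the cells; cAMP rise reported by CNG channel membrane potential dye signal; 0% = forskolin plus galanin with DMSO and 100% = forskolin alone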
Target sequence (O60755 1-299 limits assumed): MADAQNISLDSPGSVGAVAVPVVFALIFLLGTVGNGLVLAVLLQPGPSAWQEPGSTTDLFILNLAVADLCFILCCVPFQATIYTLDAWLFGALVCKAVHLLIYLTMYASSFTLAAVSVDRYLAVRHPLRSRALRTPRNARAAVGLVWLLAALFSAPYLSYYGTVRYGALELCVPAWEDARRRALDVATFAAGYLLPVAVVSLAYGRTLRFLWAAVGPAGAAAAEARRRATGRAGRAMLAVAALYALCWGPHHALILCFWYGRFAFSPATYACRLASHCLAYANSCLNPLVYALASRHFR
CHRM4 PAM: human M4 muscarinic receptor positive allosteric modulators, primary screen, CHO-K1 cells, Fluo-8 calcium fluorescence | Muscarinic acetylcholine receptor M4 (Homo sapiens), P08173 | CHO-K1 hM4/Gqi5, ACh EC20; 0% = ACh EC20, 100% = maximal ACh | activation, % at 3 µM | 360,000 compounds, 0.4% hits | AID 624126, 2012;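 active = activation above its plate's cutoff, the mean activation of sample wells plus 3 SD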; also: some results filed as inactive read as strong as hits
PHOSPHO1 block: PubChem AID 1565 | Phosphoethanolamine/phosphocholine phosphatase (Homo sapiens), Q8TCT1 | recombinant PHOSPHO1, absorbance phosphatase assay | 290,000 compounds, 1.1% hits | inhibition, % at 13.3 µM; in the data active = inhibition above about 60%
Numbers without * were called inactive; · = no result given. Rows were taken by chance; 4.2% or so of the library scored in one or more.

No.	CHRM4 PAM	IDE cell activ	p-CIP stab down	PHOSPHO1 block	IDE inh	CRFBP-R2 agonist	MEKK3 PB1 HTS	CRFR2-BP antag	GalR3 antagonist	Structure
1	3	2	-19	26	1	-4.9	89	9	-4	COc1ccc(S(=O)(=O)NCC2CCCN(C(=O)CC3CCCC3)C2)cc1 (stereo unspecified)
2	-4	-1	-22	19	2	1.6	103	1	-4	CN(C)C(CNC(=O)CCCN1C(=O)c2cccc3cccc(c23)C1=O)c1ccccc1 (stereo unspecified)
3	-4	3	-2	19	-1	-1.1	97	0	-2	CNC(=O)Nc1ccc2snnc2c1
4	0	-1	·	·	7	-0.9	·	16	-4	COc1ccc(CCN2CC(C(=O)OCC(=O)Nc3c(C)nn(-c4ccccc4)c3C)CC2=O)cc1OC (stereo unspecified)
5	-3	1	-9	36	1	1.1	103	-12	-4	O=C(CC1C(=O)NCCN1C(=O)Nc1ccc(F)cc1)Nc1cc(Cl)ccc1Cl (stereo unspecified)
6	10	-1	-7	14	-5	3.3	104	-23	-2	CC1(C)NC(=O)N(CCCOc2ccccc2Br)C1=O
7	8	4	·	·	2	0.3	·	-1	-4	COC(=O)c1cc(NC(=O)CN2C(=O)C(=O)N(C3CCCC3)C2=O)cc(C(=O)OC)c1
8	-6	-2	1	58	5	-0.9	103	-8	·	Cc1ccc(Nc2nc(-c3ccc(S(=O)(=O)N4CCCC4)cc3)cs2)cc1C
9	12	1	4	12	-5	-1.7	102	4	-3	COC(=O)c1cccc(-n2nnnc2SCC(=O)Nc2cc(C)on2)c1
10	9	2	-12	36	1	-0.1	104	-12	-6	COC(Cc1nnc(SC)n1-c1ccc(Cl)cc1)OC
11	16	5	69	41	5	-0.9	103	101*	1	COc1ccccc1C(=O)NC(CCSC)C(=O)NC1CCCCCC1 (stereo unspecified)
12	2	4	-1	-8	0	7.5	98	24	0	CCCCC(c1nnnn1CCOC)N1CCN(CC)CC1 (stereo unspecified)
13	8	4	-3	24	6	-0.3	106	-26	9	COc1ccc(NS(=O)(=O)c2cccc(C(=O)OCC(=O)Nc3cc(C)on3)c2)cc1
14	-9	-3	8	28	1	-0.9	98	-6	4	Cc1[nH]n(-c2ccc(Cl)cc2)c(=O)c1N=Nc1cccnc1
15	6	1	-9	21	8	-1.6	·	15	-6	CCN(CC)CCN1C(=O)C(=O)/C(=C(/O)c2ccc(OC)cc2)C1c1ccco1 (stereo unspecified)
16	-5	2	-8	55	2	-3.3	93	34	6	CCOC(=O)c1c(NC(=O)C2C3CCC(O3)C2C(=O)O)sc(C)c1-c1ccc(C)cc1 (stereo unspecified)
17	4	-3	-12	34	4	-2.3	106	12	-6	CCOc1cc(C(=O)NC(C)CCc2ccccc2)cc(OCC)c1OCC (stereo unspecified)
18	-10	-9	-18	32	0	3.1	96	0	8	[O-]c1c[n+](-c2ccccc2)no1
19	-2	8	-8	18	6	-1.6	·	23	-1	Clc1ccc(-c2nnc3cccc(Cl)n23)c(Cl)c1
20	-36	7	6	4	5	-1.6	100	-10	-3	CCOC(=O)N1CCC(N2CCCC(C(=O)c3cccc(OC(C)C)c3)C2)CC1 (stereo unspecified)
21	-8	0	0	51	4	1.2	102	-1	-3	CN(C)CCOc1cccc(Br)c1
22	2	1	-10	60*	-3	-1.7	107	-6	1	Cc1cccc(N2CCN(Cc3nc(CC4CC4)no3)CC2)n1
23	-2	2	-14	9	0	13	102	-30	-7	CN1C(=O)/C(=C/c2ccc(OCc3ccc(F)cc3)cc2)N(C)C1=S
24	-1	-5	-13	-12	-3	-0.3	96	17	-1	COc1ccc(S(=O)(=O)N(C)CC(=O)Nc2ccc(F)cc2)cc1
25	5	2	·	·	·	1.4	·	0	-5	N#CC1(Nc2cccc(Cl)c2)CCCC1
26	0	5	-3	·	-3	-0.7	108	7	-9	COc1ccc(NCCc2ccccn2)cc1
27	-5	3	4	37	5	-2.9	96	18	-4	C(=C\c1cc(/C=C/c2ccccc2)ncn1)/c1ccccc1
28	-4	-1	16	39	1	-2.7	97	-2	-4	COc1ccc(NC(=O)N2CCC(Cc3ccccc3)CC2)cc1
29	7	1	4	12	-4	-0.2	100	5	1	CN(c1ccccc1)S(=O)(=O)c1nnc(NC(=O)c2ccco2)s1
30	7	9	8	0	4	-0.3	104	-27	-6	COc1ccc2nc(NC(=O)Cc3cccs3)sc2c1

3 compounds out of the list above, ordered by the number in PHOSPHO1 block, ascending:
| # | mol | CHRM4 PAM | IDE cell activ | p-CIP stab down | PHOSPHO1 block | IDE inh | CRFBP-R2 agonist | MEKK3 PB1 HTS | CRFR2-BP antag | GalR3 antagonist |
| --- | --- | --- | --- | --- | --- | --- | --- | --- | --- | --- |
| 30 | COc1ccc2nc(NC(=O)Cc3cccs3)sc2c1 | 7 | 9 | 8 | 0 | 4 | -0.3 | 104 | -27 | -6 |
| 13 | COc1ccc(NS(=O)(=O)c2cccc(C(=O)OCC(=O)Nc3cc(C)on3)c2)cc1 | 8 | 4 | -3 | 24 | 6 | -0.3 | 106 | -26 | 9 |
| 10 | COC(Cc1nnc(SC)n1-c1ccc(Cl)cc1)OC | 9 | 2 | -12 | 36 | 1 | -0.1 | 104 | -12 | -6 |

Remaining list, next part.
No.	CHRM4 PAM	IDE cell activ	p-CIP stab down	PHOSPHO1 block	IDE inh	CRFBP-R2 agonist	MEKK3 PB1 HTS	CRFR2-BP antag	GalR3 antagonist	Structure
31	8	2	-6	41	-3	-0.4	88	-4	1	Cc1ccc(OCCCC(=O)Nc2ccc(S(=O)(=O)Nc3ccccn3)cc2)cc1
32	4	1	-13	-9	0	1.4	109	-20	-1	CCc1ccccc1NC(=O)CN(C)C(=O)CSc1nnc(Nc2cccc(C)c2)s1
33	3	-1	·	·	2	-0.5	·	0	-1	C=CCn1nc2ccccc2c1OC
34	-3	-4	10	-18	4	-1.3	112	0	-3	O=C(N/N=C/c1ccc(N2CCOCC2)o1)c1cccc(C(F)(F)F)c1
35	-5	2	-10	-33	6	-0.3	88	-28	5	CCCC(=O)NC(=S)Nc1ccc(CN2CCOCC2)cc1
36	-9	3	·	·	3	-0.6	·	-25	-3	Cc1onc(-c2ccccc2)c1C(=O)Nc1ccc(NC(=O)c2c(-c3ccccc3)noc2C)cc1
37	-4	2	6	-7	-1	-0.1	·	-8	0	CCc1ccc(Nc2cc(C(=O)NCCCN3CCOCC3)c3ccccc3n2)cc1
38	-3	2	-13	47	-6	0.6	95	-5	-10	O=S(=O)(Nc1ccccc1O)c1cccc2cccnc12
39	21	-2	-5	-10	1	-0.6	105	-25	-7	Cc1cc(C(=O)Nc2nc3c(s2)CCCC3)cs1
40	-2	3	-9	6	3	-0.5	105	4	-10	CN(C)CCNc1ncnc2sc(-c3ccccc3)cc12
41	-7	4	2	23	-9	-0.1	101	4	-7	COc1cc(Cl)c(C)cc1NC(=O)CCNC(=O)c1ccco1
42	-5	0	5	-8	4	0.8	96	39	-2	CC(C)N(C(=O)CSc1nc2ccccc2n1Cc1ccccc1)C(C)C
43	11	-6	·	·	-3	2.6	·	-12	-4	O=C(C1=C(O)C(=O)N(c2nc3ccc(Cl)cc3s2)C1c1ccco1)c1ccco1 (stereo unspecified)
44	-4	-4	3	-11	3	1.3	92	-6	-1	COc1ccc(-c2c(C)nn3c(N4CCC5(CC4)OCCO5)cc(C)nc23)cc1OC
45	5	3	·	·	·	1.0	·	8	-4	CC(C(C(=O)N1CCCCC1)N1CCCCC1)N1CCCCC1 (stereo unspecified)
46	2	7	·	·	·	-1.0	·	10	-3	COCCNc1nnc(SCC(=O)NC(=O)c2ccc(Cl)cc2)s1
47	-1	1	13	2	1	1.2	105	16	-5	COC(=O)c1ccc(NC(=S)N(Cc2cccnc2)Cc2ccco2)cc1
48	-1	0	-4	22	5	0.9	103	1	-10	C[C@@H]1C(=O)O[C@H]2C[C@@]34[C@H]5C[C@@H](C(C)(C)C)[C@]36[C@@H](OC(=O)[C@@H]6O)O[C@@]4(C(=O)O5)[C@]21O
49	5	1	-4	28	4	-1.9	106	-28	-3	CCOC(=O)c1c(NC(=O)CNC2CCCCC2)sc(C)c1C
50	-3	5	-3	19	0	-0.9	101	-8	-11	CC(=O)Nc1ccc(S(=O)(=O)NC(C)CCc2ccccc2)cc1 (stereo unspecified)
51	-2	-2	3	23	5	18	105	-47	-9	Clc1cccc(CN2CCc3c([nH]c4ccccc34)C2)c1Cl
52	-1	-2	0	23	9	13	113	15	-8	CCOc1ccc(C(CCc2ccccc2)NC(=O)c2ccccc2F)cc1OCC (stereo unspecified)
53	-8	-5	6	45	2	0.1	98	-7	-7	O=C(Nc1cccc(Cl)c1N1CCOCC1)c1cccnc1
54	-3	2	1	43	-3	-3.0	·	20	-3	O=C(O)c1cccc(Cn2c(Cl)c(/C=N/NC(=O)c3ccccc3Cl)sc2=O)c1
55	-5	2	·	·	·	-3.0	·	-11	-2	CCCc1nc2sc3ccccc3c(=O)c2c(=O)n1Cc1ccccc1
56	4	-6	-3	-4	2	0.2	92	3	-8	O=C(CSc1nnc(COc2cccc3ccccc23)o1)N1CCN(C(=O)c2ccco2)CC1
57	1	4	-11	26	1	0.0	107	-4	-6	CCOc1cc(-c2noc(CCC(=O)NCC3CCCO3)n2)ccc1OC (stereo unspecified)
58	5	4	-12	16	-4	-0.7	101	11	-8	COc1cccc(COCC(O)CN2CCC(C(N)=O)CC2)c1 (stereo unspecified)
59	14	1	·	·	13	-4.9	·	1	4	O=C(OCC(=O)N1CCC(Cc2ccccc2)CC1)c1cccnc1Cl
60	-7	7	-11	43	4	1.0	110	-5	0	CC(C)(C)n1ncc2c(=O)n(CC(=O)N3CCCc4ccccc43)cnc21
61	6	·	-12	-1	4	25	106	37	1	O=C(Nc1cccc(Cl)c1)Nc1csc([N+](=O)[O-])c1
62	3	6	-13	11	-1	-0.6	101	-10	-2	Nc1ccccc1Oc1ccc2ccccc2c1

Screening results as filed in PubChem BioAssay.
